# KCNH2 3.1 block – blocks the human KCNH2 3.1 channel isoform; U2OS KCNH2 3.1, thallium flux FluxOr; hits give low values; activity change, % (tested at about 1.8 µM); 340,000 compounds, 0.95% hits;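 active = maximum activity change below -70%; inconclusive = maximum activity change from -70% to -50%; inactive = maximum activity change above -50%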;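 note: thallium influx rate constant from kinetic fluorescence after stimulation buffer; % is set by controls: 0 for no effect and ±100 for the full control effect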
#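 Thallium flux read-out: FluxOr dye with Red40 quencher in HBSS/HEPES, 45 min at RT. Rate constants from kinetic reads were normalized to positive and negative DMSO controls. Cells: U2OS virally expressing the 3.1 isoform.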
# Menin-MLL TR inh – displaces Texas Red mutant MLL peptide from human menin. 270,000 compounds, 0.23% hits. Potency, µM (titrated, usually from 61.6 µM), without a hit: top-dose FP activity change, negative = inhibition, usual class: inhibitors. O00255. Menin + Texas Red MLL mutant peptide, fluorescence polarization; active = well fitted inhibition curve with a large enough effect in the polarisation, with a control signal flat, not every such curve was filed as active; inconclusive = small, poorly fitted or top-dose-only effect, or effect the other way, or a change in a side signal; inactive = no such curve, though single readings can be large or run the other way; the % refers to the polarisation; note: potency is the fitted concentration of half-maximal effect; % of control where 0% means no effect; many of its hits are not listed in these tables
# TRPV1 agonist – human TRPV1 agonism; TRPV1-expressing cells, Fluo-8 calcium influx, agonist mode; activation, % at 8.33 µM; 320,000 compounds, 0.19% hits; Q8NER1; in the data active = activation above about 80%; inconclusive = between about 30% and that limit; note: 0% is about no effect
#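 Cells expressing TRPV1 were dye-loaded with Fluo-8 and read kinetically: 10 s baseline, 3 min after compound (agonist portion), then 2 min after EC20 capsaicin (allosteric enhancer portion). Calcium-bound dye fluorescence at 480/520 nm.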
# GALK inhibitor – galactokinase (human) inhibition; P51570; Purified GALK, Kinase-Glo residual ATP luminescence; Potency, µM (top dose mostly 57.5 µM), for the others: at the highest dose activity change, negative = inhibition, actives largely listed as inhibitors; 270,000 compounds, 0.007% hits; AID 1868; note: potency is the fitted concentration of half-maximal effect; % is set by controls: 0 for no effect and ±100 for the full control effect
#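 Quantitative HTS: GALK 5 nM, ATP 35 uM, galactose 100 uM, 1 h room temperature, then luciferase-based ATP detection.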
# Coupling enz – coupling enzyme interference in Giardia aldolase counter-screen; coupling enzyme system counterscreen, AmpLite Red fluorescence; activity change, negative = inhibition, % at 58.2 µM, hits read low; 290,000 compounds, 0.67% hits; in the data active = activity change below about -30%; note: % is set by controls: 0 for no effect and ±100 for the full control effect
#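 Counterscreen of the coupled detection system alone, without aldolase: glyceraldehyde-3-phosphate coupling enzymes plus AmpLite Red readout. Compounds at 57.5 uM final, 10 min RT preincubation, 20 min RT reaction, fluorescence 525/598 nm.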
# hERG WT inh – inhibitors of human wildtype KCNH2 potassium channel | 340,000 compounds, 0.37% hits | Q12809 | activity change, % at 1.84 µM | AID 720551 | U2OS, BacMam KCNH2, thallium flux FluxOr; hits give low values;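 active = maximum activity change below -70%; inconclusive = maximum activity change between -70% and -50%; inactive = maximum activity change above -50%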; note: % is set by controls: 0 for no effect and ±100 for the full control effect
#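 U2OS cells transduced with wild-type KCNH2 virus are loaded with FluxOr dye for 45 min, and thallium flux is measured in kinetic reads before and after stimulation buffer. Rate constants are normalized to DMSO controls.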
# B2AR arrestin – recruits beta-arrestin to the human beta2-adrenergic receptor | P07550 | beta-arrestin recruitment to beta2AR, cell-based reporter | Potency, µM (titrated, usually from 46.1 µM), inactives show at the top dose activation, most hits filed as activators | 330,000 compounds, 0.02% hits | AID 492947;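 note: potency is the fitted concentration of half-maximal effect; 0% = DMSO controls and full agonism = EC100 isoproterenol or metaproterenol; nearly all actives have a fitted effect of over 65% in size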
# MLL CXXC-DNA inh – inhibitors of human MLL CXXC domain-DNA interaction | MLL-CXXC / FITC-HOXA9 DNA fluorescence polarization | Potency, µM (titrated, usually from 115 µM), for inactives: at the highest dose activity change, negative = inhibition, hits mostly inhibitors | 290,000 compounds, 0.037% hits | AID 2662; active = well fitted inhibition curve with a large enough effect in the polarisation, with a control signal flat, not every such curve was filed as active; inconclusive = small, poorly fitted or top-dose-only effect, or effect the other way, or a change in a side signal; inactive = no such curve, though single readings can be large or run the other way; the % refers to the polarisation; note: potency is the fitted concentration of half-maximal effect
#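 Purified MLL-CXXC (added from a 7 uM solution) was preincubated 5 min at ambient with pinned compounds in 50 mM Tris-HCl pH 7.5, 50 mM NaCl, 1 mM DTT, 0.05% BSA. Fluorescein-labeled HOX-A9 DNA (50 nM solution) followed, 30 min, then polarization read.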
# Giardia kill – Giardia lamblia killing; Giardia lamblia trophozoite viability; activity change, % at 7.66 µM, hits read low; 340,000 compounds, 0.15% hits; AID 540267; in the data active = activity change below about -80%; inconclusive = between about -30% and that limit;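 note: parasites exposed to compound for two days anaerobically before the ATP read; % is set by controls: 0 for no effect and ±100 for the full control effect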
#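 Giardia trophozoites, 100 cells per well, were exposed to compounds for 48 hrs at 37 deg C under anaerobic conditions; viability was then read as ATP content by bioluminescence after 15-30 min at room temperature.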
# USP2a inh – blocks human ubiquitin-specific protease USP2a; O75604; USP2 core, Ub-CHOP2 coupled fluorogenic reporter, 485/531; Potency, µM (highest dose often 38.3 µM), without a hit: top-dose activity change, negative = inhibition, hits mostly inhibitors; 330,000 compounds, 0.01% hits;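 note: potency is the fitted concentration of half-maximal effect; plate controls were DMSO wells for no effect and full inhibition by NEM control for full effect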
#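 Cell-free coupled assay: 10nM USP2 core preincubated 30min RT with compound in Tris-HCl pH 8.0/CaCl2/CHAPS buffer, then 25nM Ub-CHOP2 and 25nM reporter substrate; fluorescence (Ex 485/Em 531) read after 60min RT, normalized to NEM inhibition, concentration-response curves fitted.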
# PKM2 activator – increases activity of human pyruvate kinase M2; Potency, µM (titrated, usually from 57.5 µM), inactives show at the highest dose activation, usual class: activators; AID 1631; P14618; 260,000 compounds, 0.34% hits; purified PKM2, Kinase-Glo ATP luminescence, activation; response scale: 0% is enzyme alone, no compound; note: potency is the fitted concentration of half-maximal effect; % is set by controls: 0 for no effect and ±100 for the full control effect; nearly all actives have a fitted effect of over 55% in size
#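 Kinase-Glo luminescence reports ATP generated from ADP (0.1 mM) and PEP (0.5 mM) by purified hPK-M2 after 1 h at room temperature, pH 7.2 imidazole buffer; intermediate enzyme activity allows detecting inhibitors and activators.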
# * = called active by the depositor; ? = inconclusive; nt = no result given; & = joins results of further samples; [ ] = remark or other dose. Unless noted, calls come from the whole dose curve; as a rule, active = well fitted curve in the direction sought with a large enough effect; inconclusive = small, poorly fitted or top-dose-only effect, or another doubt; inactive = no such curve, though single readings can be large; an effect the other way counts as inactive or inconclusive. The list is partial; the hit share may differ from the screen's.
SMILES,KCNH2 3.1 block,Menin-MLL TR inh,TRPV1 agonist,GALK inhibitor,Coupling enz,hERG WT inh,B2AR arrestin,MLL CXXC-DNA inh,Giardia kill,USP2a inh,PKM2 activator
Cn1c(C(=O)NC2CCCCC2)cc2c(=O)n(C)c3ccccc3c21,7,-11%,25,3%,0,2,-0.1%,0%,53[activator],4%,2%
c1ccc2c(c1)c1ccccc1n2CN1CCOCC1,-18,-1%,-2,-3%,-3,-11,-0.6%,-1%,7,2%,-1%
COc1ccc([N+](=O)[O-])cc1NC(=O)CCC(=O)c1cccs1,4,-18%,5,-2%,-3,-18,-0.2%,10%,1,-2%,-3%
NC(=O)CC(NC(=O)Cc1cccc2ccccc12)c1ccc(N2CCC(Br)CC2)c([N+](=O)[O-])c1 (stereo not given),-33,nt,3,-4%,-1,-8,-0.4%,0%,7,-13%,-2%
CN1CCN(C(=O)c2ccc(Cl)c(S(=O)(=O)N3CCCCC3)c2)CC1,10,-9%,0,-1%,-1,1,0.1%,-7%,8,1%,0%
COc1ccc(/C=N/NC(=O)c2cc(-c3cccn3C)n[nH]2)cc1OC,10,-1%,0,nt,4,0,-1.6%,1%,-7,2%,10%
Cc1c(C(=O)N2CCOCC2)sc(NC(=O)CCl)c1C#N,-1,8%,-1,0%,0,-1,-0.3%,0%,2,1%,nt
O=C(O)CC(C(=O)Nc1cccc(C(F)(F)F)c1)C1CCCO1 (stereo not given),9,14%,-4,3%,5,13,nt,4%,1,nt,0%
CCOC(=O)C(C)CC(C)C(=O)N1CCOCCOCCN(C(=O)C(C)CC(C)C(=O)OCC)CCOCC1 (stereo not given),-3,-5%,4,1%,2,-12,-0.5%,0%,2,0%,0%
Cc1cccc(NC(=O)CCCN2C(=S)NC(C)(C)CC2C)c1C (stereo not given),-6,8%,1,15%,0,23,0.0%,3%,-8,3%,4%
COc1cccc(OC)c1CNC(=O)C1CCC(=O)N(CC2CCCCC2)C1 (stereo not given),-9,-29%,-2,1%,0,-6,0.0%,3%,1,0%,6%[0.46 µM]
CC1=CC(=O)C(C(C)C)=CC1=NC(=O)c1ccc(C)cc1,-9,7%,3,13%,-3,-5,0.2%,20%,2,-1%,17%
O=C(Oc1ccc(-c2nccc(-c3ccccn3)n2)cc1)c1cccc(C(F)(F)F)c1,1,29%,0,-2%,-2,0,0.2%,0%,0,0%,0%
O=C(CN1C(=O)NC2(CCc3ccccc32)C1=O)c1ccc(Cl)cc1 (stereo not given),3,nt,0,nt,nt,0,-0.2%,nt,-1,-2%,nt
CC(O)[C@H]1CNC(=O)C(=O)N1CCc1cccc(F)c1 (stereo not given in full),10,nt,2,1%,2,-2,-0.3%,-22%,-3,2%,-13%
COc1ccc(CCNC(=S)c2ccccc2)cc1OC,-2,34%[activator],19,-4%,-1,-9,-0.4%,16%,4,-2%,nt
Nc1c(Cl)c(Cl)nc(C(=O)OCC(=O)NC2CCCCC2)c1Cl,nt,nt,4,-6%,nt,-2,-0.2%,9%,6,2%,6%
Cn1c(Cc2ccccc2)nnc1SCC(=O)Nc1ccc2c(c1)OCO2,-3,21%,-1,3%,1,0,0.0%,8%,2,0%,0%
CN1CCN(C(=O)C2=C[C@@H](C3CCCCC3)C[C@@H](OCc3ccc(CO)cc3)O2)CC1,5,-24%,?,1%,1,12,-0.9%,-15%,-13,-1%,0%
CCN1C(=O)c2cccc3c(S(=O)(=O)N4CCCC4C(=O)O)ccc1c23 (stereo not given),-4,nt,2,1%,0,5,-0.6%,32%,-9,3%,nt
Cc1cc(C)c(C)c(S(=O)(=O)N2CCN(CC(=O)Nc3sccc3C#N)CC2)c1C,-17,3%,0,1%,0,-1,-0.5%,-5%,12,-2%,-5%
C[C@@]12CCC3[C@@](CCC4[C@@]3(C)CCC[C@@]4(C)C(=O)NCc3ccccc3)(CC1=O)C2 (stereo not given in full),-1,nt,12,nt,nt,-2,0.4%,nt,6,0%,nt
c1ccc(CSc2ncn[nH]2)nc1,-3,-6%,2,0%,-1,-8,-0.1%,-5%,3,1%,4%
FC(F)(F)c1nnc2ccc(NCn3nnc4ccccc43)nn12,11,-9%,1,1%,2,32,0.0%,-1%,2,-1%,-7%
CC(=O)N1CCN(C(=O)c2cccc(S(=O)(=O)N3CCN(c4ccccc4)CC3)c2)CC1,8,nt,3,nt,nt,-6,-0.1%,nt,-22,4%,nt
CCCCC(CC(O)COCCC)C(=O)NN (stereo not given),-6,8%,1,11%,0,1,-0.3%,0%,-14,2%,3%
CC1(C)Oc2ccc(C(=O)Nc3ccccc3)cc2N(CC#N)C1=O,-11,22%,21,1%,-5,-3,-0.4%,-2%,14,-7%,nt
CCc1cccc(CC)c1NC(=O)Cn1c(-c2ccccc2Cl)nc2ccccc21,2,-7%,-3,nt,-8,-3,-0.4%,-7%,15,1%,2%
O=C(CNc1ccccc1)N/N=C/c1c[nH]c2ccccc12,-4,?,-9,1%,-5,-3,-0.7%,4%,9,3%,-7%
NC(=O)c1ccc(NC(=O)COC(=O)c2ccc(Br)o2)cc1,-4,nt,1,nt,nt,-2,0.5%,nt,-12,-1%,nt
FC(F)(F)Oc1ccc(NC(=S)Nc2ccccc2N2CCOCC2)cc1,-14,nt,0,0%,1,-2,0.4%,-2%,6,-2%,-4%
CCOc1ccccc1NC(=O)c1cccc2c1C(=O)N(C1CCCCC1)C2,-12,nt,?,6%,nt,-4,0.4%,7%,-2,3%,nt
CC(C)N(C(=NCc1ccccc1)NC(=O)c1ccccc1)C(C)C,19,nt,26,nt,nt,-5,0.3%,nt,2,3%,nt
COc1ccccc1NCC(=O)N/N=C(\C)c1cccs1,0,4%,17,-2%,-4,-5,-0.2%,-6%,-12,-6%,-2%
CCCCC#Cc1ccccc1CC(=O)Nc1ccccc1,9,20%&16%,23,nt,-2&0,12,-0.1%,5%,-21,2%,4%&1%
CCCCc1cc(=O)oc2c(C)c(OCC(=O)NCCN3CCOCC3)ccc12,20,-15%,1,7%,2,6,0.2%,-6%,58[activator],2%,0%[0.46 µM]
O=C(CSc1nnnn1-c1ccc(Cl)cc1)NC1CCS(=O)(=O)C1 (stereo not given),-20,nt,nt,nt,nt,-7,-0.1%,nt,0,2%,nt
O=C(Cc1ccc(F)cc1)Oc1ccc(C(=S)N2CCCC2)cc1,3,-1%,4,2%,1,8,0.4%,107%[activator],?,3%,1%
Cc1ccc(NC(=O)c2ccccc2)cc1OC(=O)c1ccccc1,-19,?,?,3%,2,6,0.0%,29%,9,-1%,-5%
Oc1[nH]c(=S)sc1/C=C1\C(c2ccccc2)=Nc2ccccc21,-30,?,3,-4%,0,-18,-0.1%,?,15,2%,0%
COc1ccc(-n2c(Cc3cccn3C)nnc2SCC(=O)NCc2ccc(F)cc2)cc1,0,-7%,16,-2%,0,-3,-0.7%,-5%,7,-2%,22%
CCSc1nc2sc3c(c2c(=O)n1C1CCCCC1)CCN(C)C3,16,?,7,3%,-6,-20,-0.7%,-9%,-7,1%,-2%
CCOC(=O)c1sc2cc([N+](=O)[O-])cc(SCCO)c2c1N,-7,-10%,7,0%,1,1,-0.3%,-13%,3,-3%,3%
COc1ccc(C(C)C)cc1S(=O)(=O)NC1CCCC1,-1,nt,28,2%,nt,-6,0.2%,18%,12,2%,1%
CC(C)N1CCN(Cc2cccs2)CC1CCO (stereo not given),-8,-3%,-2,-2%,6,18,0.5%,-5%,-16,1%,3%
CCN(CC)c1ccc(N2C(=O)/C(=C/c3cccnc3)SC2=S)cc1,1,19%,-4,1%,4,1,?,-1%,3,-1%,-2%
COc1ccc(/C=C/C(=O)NC(=S)NNC(=O)c2cc(OC)c(OC)c(OC)c2)cc1OC,14,nt,5,2%,-3,-2,0.4%,-10%,1,-11%,2%
Cc1ccc2nc3c(c(N)c2c1)CCN3c1ccccc1,-8,6%,4,1%,-2,11,0.3%,13%,17,0%,1%
CCN1C(=O)[C@H]2[C@@H](c3ccc(C)cc3)N3C(=O)N(c4ccc(C)cc4)C(=O)[C@@]3(Cc3ccc(Cl)cc3)[C@H]2C1=O,0,35%[activator],3,nt,-3,-25,-1.1%,23%,9,1%,-1%
CCOc1ccccc1N(CC(=O)Nc1ccc(S(=O)(=O)N2CCOCC2)cc1)S(C)(=O)=O,14,nt,3,2%,5,-2,-0.3%,-26%,8,0%,nt
CCc1ccc(C2CC(=O)N3CN(c4ccccc4)CSC3=C2C#N)cc1 (stereo not given),-5,?,0,1%,-19,2,0.4%,-4%,-16,-1%,0%

# Screens: PubChem BioAssay, National Center for Advancing Translational Sciences (NCATS)
